Screening results (PubChem)
GSH fluor – compound fluorescence on glutathione beads, profiling panel, artefact control, biophysical, 488/530 nm, flow cytometry; GSH beads flow cytometry, compound fluorescence 488/530 nm; hits give high values; fluorescence (KMESF) at 10 µM; actives 0.25% (n = 190,000); AID 1776, 2009; in the data active means fluorescence above about 89;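 further: glutathione beads carrying GST-tagged Bcl family fusion proteins plus one bare bead set; values are compound well signal with DMSO vehicle wells as background; inactives centre near 16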
RGS8-Gao reg – RGS8-Galphao binding modulators, primary screen, biochemical, multiplexed bead flow cytometry. Guanine nucleotide-binding protein G(o) subunit alpha (Homo sapiens), P09471. actives lie on both sides. response (percent of control binding), % at 10 µM. actives 0.34% (n = 220,000). AID 1423, 2008; in the data active means response below about 60% or above about 140%; inactive means in between;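 further: Galphao activated as the GDP aluminium fluoride complex binding bead-coupled RGS8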
Mcl1-Noxa inh – Mcl-1/Noxa binding inhibitors, primary screen, biochemical, TR-FRET, 1536-well; Induced myeloid leukemia cell differentiation protein Mcl-1 (Homo sapiens), Q07820; AID 1022, 2008; inhibition, % at 21.7 µM; actives 1.5% (n = 220,000); TR-FRET Mcl-1/Noxa peptide binding, 2 h;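 active means compounds that cut the protein-peptide binding signal by more than 50% relative to plate controls in a single-dose test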;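 further: His-tagged Mcl-1 with rhodamine Noxa BH3 peptide and terbium anti-His antibody; 0% = Mcl-1 plus Noxa peptide wells and 100% = peptide-only wells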
Target sequence (Q07820 whole entry, looked up): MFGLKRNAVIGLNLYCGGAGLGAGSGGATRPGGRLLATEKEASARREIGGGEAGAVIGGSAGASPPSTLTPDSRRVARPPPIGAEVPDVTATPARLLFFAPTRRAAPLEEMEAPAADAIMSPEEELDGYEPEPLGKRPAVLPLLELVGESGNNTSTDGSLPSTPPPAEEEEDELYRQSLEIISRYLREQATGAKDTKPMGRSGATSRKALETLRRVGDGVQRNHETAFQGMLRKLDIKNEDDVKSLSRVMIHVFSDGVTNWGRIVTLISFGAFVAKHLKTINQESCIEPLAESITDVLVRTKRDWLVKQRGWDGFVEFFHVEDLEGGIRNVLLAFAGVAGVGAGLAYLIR
Avidin fluor – green autofluorescence of compounds with avidin beads – biophysical, 488/530 nm, flow cytometry, artefact control, profiling panel | actives 0.38% (n = 220,000) | fluorescence (KMESF) at 10 µM | compound fluorescence 488/530 nm; hits give high values; in the data active means fluorescence above about 47; further: inactives centre near 10
ABCB1 block – ABCB1 efflux pump inhibitors, primary screen, cell-based, multiplex, flow cytometry, ABCG2 counter-screen; CCRF-Adr cells, JC-1 efflux; AID 1326, 2008; ATP-dependent translocase ABCB1 (Homo sapiens), P08183; inhibition, % at 6.6 µM; actives 0.067% (n = 190,000); in the data active means inhibition above about 40%;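 further: 0% = vehicle and 100% = reference inhibitor; higher value means more JC-1 retained so stronger ABCB1 efflux block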
RGS4-Gao reg – modulators of RGS4 binding to Galphao, primary screen, biochemical, multiplexed bead flow cytometry | Guanine nucleotide-binding protein G(o) subunit alpha (Homo sapiens), P09471 | actives lie on both sides | binding response (% of control), % at 10 µM | actives 0.33% (n = 220,000); in the data active means binding response below about 49% or above about 150%; inactive means in between;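 further: fluorescent Galphao activated with aluminum fluoride binding bead-coupled RGS4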
Mcl1 Bid PPI – Mcl-1/Bid binding inhibitors, primary screen, biochemical, TR-FRET, 1536-well. actives 0.97% (n = 220,000). TR-FRET Mcl-1/Bid-Dy647 peptide binding. inhibition, % at 21.7 µM. Induced myeloid leukemia cell differentiation protein Mcl-1 (Homo sapiens), Q07820. AID 1021, 2008;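 active means compounds that cut the binding signal by more than half at the single screening dose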;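 further: His-tagged Mcl-1 with europium anti-His antibody binding Bid BH3 peptide; 0% = Mcl-1 plus peptide wells and 100% = peptide-only wells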
Mcl-1 Bim block – inhibitors of Bim peptide binding to Mcl-1, primary screen, biochemical, bead-based flow cytometry, multiplex; inhibition, % at 10 µM; actives 0.1% (n = 190,000); Induced myeloid leukemia cell differentiation protein Mcl-1 (Homo sapiens), Q07820; Bim peptide-Mcl-1 binding; AID 1009, 2008; in the data active means inhibition above about 40%;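 further: 0% = no compound tracer wells and 100% = peptide blocker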
ABCG2 inh – ABCG2 efflux pump inhibitors, primary screen, multiplex with ABCB1, IgMXP3 cells, flow cytometry; actives 0.1% (n = 190,000); Broad substrate specificity ATP-binding cassette transporter ABCG2 (Homo sapiens), Q9UNQ0; inhibition, % at 6.6 µM; JC-1 efflux;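 active means inhibition above 80%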;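 further: 0% = DMSO and 100% = nicardipine control wells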
Target sequence (Q9UNQ0 whole entry, looked up): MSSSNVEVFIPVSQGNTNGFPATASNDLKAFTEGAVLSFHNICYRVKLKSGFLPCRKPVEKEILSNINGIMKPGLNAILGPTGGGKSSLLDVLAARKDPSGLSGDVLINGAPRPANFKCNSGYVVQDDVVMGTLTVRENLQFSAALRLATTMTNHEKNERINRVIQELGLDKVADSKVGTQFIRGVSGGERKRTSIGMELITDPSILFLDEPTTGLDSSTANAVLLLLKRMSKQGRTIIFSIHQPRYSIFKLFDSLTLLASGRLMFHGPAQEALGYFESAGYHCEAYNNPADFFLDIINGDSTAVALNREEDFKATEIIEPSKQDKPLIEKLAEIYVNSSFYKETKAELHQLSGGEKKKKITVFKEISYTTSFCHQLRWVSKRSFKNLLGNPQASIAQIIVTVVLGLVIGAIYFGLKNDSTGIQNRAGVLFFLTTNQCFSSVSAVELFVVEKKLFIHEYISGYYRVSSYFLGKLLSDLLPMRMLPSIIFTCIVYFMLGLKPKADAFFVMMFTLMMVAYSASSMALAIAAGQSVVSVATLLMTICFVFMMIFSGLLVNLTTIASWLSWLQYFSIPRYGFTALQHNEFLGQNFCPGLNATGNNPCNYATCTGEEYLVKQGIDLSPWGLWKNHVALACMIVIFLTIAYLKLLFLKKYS
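Read-out basis: Efflux inhibition in percent versus controls | Test system: ABCG2 IgMXP3 and barcoded ABCB1 CCRF-Adr cell mix | Quantity: 3 million cells/mL in well | Schedule: 10 min at 25 °C | Control set: Nicardipine as high control, DMSO as low control | Reagent: JC-1 as fluorescent efflux pump substrate | Signal: Flow cytometry of retained JC-1 fluorescence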
Pf gametocyte – late stage P. falciparum gametocyte viability inhibitors, primary screen, ATP luminescence, HTS; P. falciparum stage V gametocytes, 24 h; inhibition, % at 10.9 µM; actives 0.065% (n = 150,000); AID 743093, 2013;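 active means inhibition above the mean plus 3 SD of compounds within the control limits, set per campaign, cut at about 38% in these data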;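 further: 0% = DMSO wells and 100% = medium only without gametocytes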
RGS7-Gao – RGS7-Galphao binding modulators, primary screen, biochemical, multiplexed bead flow cytometry | Guanine nucleotide-binding protein G(o) subunit alpha (Homo sapiens), P09471 | AID 1439, 2008 | actives 0.35% (n = 220,000) | binding response (% of control), % at 10 µM | actives lie on both sides; in the data active means binding response below about 49% or above about 150%; inconclusive means no clear call, values can overlap the other calls; inactive means in between;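 further: fluorescent Galphao held in activated GDP-AlF4 state binding bead-coupled RGS7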
Numbers without * were called inactive; ? = inconclusive; · = no result given. Rows are unselected (roughly 3.3% active in at least one column).

SMILES	GSH fluor	RGS8-Gao reg	Mcl1-Noxa inh	Avidin fluor	ABCB1 block	RGS4-Gao reg	Mcl1 Bid PPI	Mcl-1 Bim block	ABCG2 inh	Pf gametocyte	RGS7-Gao
NCCCCCC(=O)N/N=C/c1coc2ccccc2c1=O	·	102	-16	8	·	103	-23	·	·	8	?
CCC/C=N/NC(=O)c1cc(-c2ccccc2)nc2ccccc12	14	100	13	11	-0.6	103	-12	-3	-2	-32	99
O=C(O)CSc1nnc(COc2cccc3ccccc23)n1Cc1ccccc1	23	101	5	13	0.0	103	0	5	0	5	107
O=C(CCSc1ccccc1)Nc1ccccc1C(=O)N1CCCC1	10	100	-3	6	0.7	102	-18	-2	1	10	100
COc1ccc(-c2csc3nc(-c4ccccc4OC)oc(=O)c23)cc1	11	102	14	8	-0.3	100	-17	7	0	-19	?
CCC(C)(C)NC(=O)C(c1ccccn1)N(C(=O)c1csnn1)c1ccccc1 (stereo unspecified)	24	102	-9	11	0.1	101	-31	-1	1	-4	101
Cc1nn(-c2ccccc2)c(C)c1C(=O)Nc1ccc(N2CCOCC2)cc1	26	101	12	12	0.6	100	-43	-3	3	3	101
Cc1ccc(CC2C(=O)N(c3cc(Cl)ccn3)C(=O)C2C)cc1 (stereo unspecified)	·	101	-24	4	·	101	-11	·	·	6	?
CC(=O)Nc1ccc(CN2CCCCCCC2)cc1	12	96	16	22	0.4	93	1	0	2	-10	91
COc1ccc(N=C2NC(=O)/C(=C\c3ccco3)S2)cc1	17	100	45	8	-0.2	95	-56	0	3	-37	80
O=C(O)CSc1cc(C(=O)c2cc(F)ccc2O)cn2c(=O)c3c(-c4ccccc4)csc3nc12	·	98	104*	3	·	101	3	·	·	-14	?
CCc1ccccc1NC(=S)N(Cc1cccnc1)Cc1ccco1	13	105	3	7	0.3	101	-23	2	-1	-16	102

Structures listed above that bear a hit mark in Mcl1-Noxa inh.
Structure	GSH fluor	RGS8-Gao reg	Mcl1-Noxa inh	Avidin fluor	RGS4-Gao reg	Mcl1 Bid PPI	Mcl-1 Bim block	ABCG2 inh	RGS7-Gao
O=C(O)CSc1cc(C(=O)c2cc(F)ccc2O)cn2c(=O)c3c(-c4ccccc4)csc3nc12	·	98	104*	3	101	3	·	·	?

Next section:
SMILES	GSH fluor	RGS8-Gao reg	Mcl1-Noxa inh	Avidin fluor	ABCB1 block	RGS4-Gao reg	Mcl1 Bid PPI	Mcl-1 Bim block	ABCG2 inh	Pf gametocyte	RGS7-Gao
O=C(c1cccc(F)c1)N1CCN=C1SCc1cccnc1	18	102	3	11	-1.1	99	-17	-2	-1	·	100
COC(=O)C1=C(C(C)=O)C(c2ccc(C(=O)OC)cc2)n2nnnc2N1 (stereo unspecified)	37	101	-7	8	-2.2	100	-4	0	-2	·	102
O=C(NCCNS(=O)(=O)c1ccccc1)N1CCOCC1	23	100	-10	12	0.0	98	-9	-2	0	·	103
CCc1nnc(NC(=O)C2CCC(CNc3c(N4CCCCC4)c(=O)c3=O)CC2)s1 (stereo unspecified)	·	101	-2	7	·	94	-58	·	·	5	?
Nc1nc(CSc2nc3ccccc3s2)nc(N2CCOCC2)n1	20	100	-4	10	0.2	101	-2	2	1	-28	104
O=C(c1ccc(F)cc1Cl)N(c1ccccn1)C1CCCCC1	19	96	0	38	1.2	101	-28	-1	4	·	?
Cc1ccc(-n2nnnc2C(Cl)c2nnnn2-c2ccc(C)cc2)cc1	20	95	-1	13	-0.3	97	18	-5	-1	11	98
CC1(C)NC(=O)N(CCOCCSc2ccccc2)C1=O	30	98	19	40	0.4	100	-8	-2	2	·	101
O=C(c1ccco1)[C@@H]1[C@@H]2C(=O)N(c3ccc(F)cc3)C(=O)[C@@H]2C2c3ccccc3C=CN21 (stereo partly specified)	21	101	24	31	1.6	102	17	-8	29	-18	101
CN(C)/C=C1\SC(=S)N(c2ccc(Br)cc2)C1=O	·	100	29	8	·	96	-28	·	·	-13	?
Cc1ccccc1Oc1ncccc1C(=O)/C(C#N)=C/N(C)C	27	101	-1	14	-2.5	100	2	-3	-2	5	102
COc1cc(Nc2ccc(C)cc2)c([N+](=O)[O-])nc1[N+](=O)[O-]	25	101	16	7	0.5	99	5	-4	3	·	102
CCCOc1ccc(-c2cnc(SCC(N)=O)nc2N)cc1	31	97	7	12	0.5	96	-45	-2	13	16	96
O=C1CCc2cc(S(=O)(=O)N3CCC(C(=O)NCCC4=CCCCC4)CC3)ccc2N1	13	106	7	7	0.1	103	-10	-1	1	·	101
O=C(CC1(O)C(=O)Nc2cc(Cl)cc(Cl)c21)c1ccccc1O (stereo unspecified)	13	99	13	23	0.3	95	-9	0	2	·	98
CC(C)n1nnc2ccccc2c1=O	11	92	-2	10	0.2	87	-8	-1	5	-11	84
O=C(C[n+]1cc(-c2ccc(Br)cc2)n2c1CCCCC2)c1ccccc1	17	102	9	12	0.3	103	-17	-2	1	17	101
O=C(COc1ccccc1)NCCSCc1ccco1	16	98	-44	9	0.4	104	-36	-2	4	·	99
CCC(C)C(NC(C)=O)C(=O)NC(=O)NC(c1ccccc1)c1ccccc1 (stereo unspecified)	5	102	2	6	0.8	111	-2	-1	4	·	107
O=C(NCc1cccc(Cl)c1)c1ccc(S(=O)(=O)Nc2cccc(C(F)(F)F)c2)cc1	10	101	6	15	0.1	100	8	-2	-4	0	104
COc1ccc(C(C)=O)cc1Cn1nc(C)c([N+](=O)[O-])c1C	17	104	2	11	0.2	104	-29	1	2	-36	?
Cc1nn(C)cc1CNC(=O)COc1ccc(Cl)cc1Cl	14	107	10	5	0.1	91	-8	-6	0	-9	92
O=C(COc1ccc(S(=O)(=O)NC2CCCCC2)cc1Cl)Nc1ccc2c(c1)OCO2	10	100	19	8	0.7	98	-17	-5	4	-25	98
O=C(c1cccs1)N1CCN=C1SCc1cccnc1	26	104	-2	11	1.9	102	-11	-8	20	·	99
Cc1cc(C)n(Cc2ccccc2F)c(=O)c1C#N	12	95	-1	4	0.2	100	-3	-1	2	·	97
Cc1ccc(S(=O)(=O)c2nc(S(=O)(=O)c3ccc(C)cc3)c(NCc3ccco3)s2)cc1	17	103	-28	11	1.5	97	-14	-9	5	·	96
O=C1CC(c2ccc(Cl)cc2)CC(O)=C1C=NCCN1CCNCC1 (stereo unspecified)	53	133	6	5	0.5	124	-35	-3	4	·	113
O=C(O)c1ccn(COc2ccc(Br)cc2)n1	9	103	36	20	0.7	104	-5	1	1	7	103
O=C(OCC(=O)N1CCc2ccccc21)c1ccc(Cl)nc1	23	104	-3	10	-3.3	105	-11	-2	-4	8	102
COc1ccc(O)c(C(=O)c2cnc3c(c2)c(-c2ccc(F)cc2)c(C#N)c(=O)n3C)c1	12	103	-66	10	0.5	102	-16	-1	1	26	101
CCOC(=O)N1CCC(NC(=O)c2cc3ccccn3n2)CC1	16	102	3	6	0.2	102	-22	2	0	·	100
Cc1[nH]n(-c2c(Cl)cc(Cl)cc2Cl)c(=O)c1C=Nc1ccc(S(=O)(=O)N2CCOCC2)cc1	7	108	15	9	0.8	102	-31	0	2	·	100
O=C(CSc1nnc(CNC(=O)c2cccs2)o1)Nc1ccc2c(c1)OCO2	17	99	10	6	0.6	98	-12	0	3	·	100
Cc1ccc(NC(=S)NCc2ccc(S(N)(=O)=O)cc2)c(C)c1	10	102	15	10	0.0	100	-16	-4	-1	·	103
COC(=O)c1c(/N=C/N(C)C)sc2c1CCN(c1ncc(C(F)(F)F)cc1Cl)C2	22	101	5	11	0.9	101	-20	0	20	·	100
O=C(O)CCC(=O)NNC(=O)c1cccc(Cl)c1	6	100	0	12	0.0	97	-27	0	0	1	96
O=C(NCc1ccco1)C(=O)NCC(c1ccco1)N1CCOCC1 (stereo unspecified)	18	101	8	9	-0.5	99	-13	0	-6	-1	?
Cc1cc(=O)oc(C)c1C(=O)N1CCN(c2ccc(F)cc2)CC1	23	100	5	25	-0.7	97	-23	-4	-4	-18	100
Cc1ccc(C(C(=O)NCc2ccco2)N(CC2CCCO2)C(=O)Cn2nnc3ccccc32)cc1 (stereo unspecified)	37	97	-3	14	3.4	99	-5	-7	5	-22	102
O=C1c2ccccc2C(=O)N1OCc1cccc(Cl)c1	48	102	-19	5	0.6	100	2	0	6	·	99

Compounds from the list above with an aryl thioether with sulfur outside any ring (7):
SMILES	GSH fluor	RGS8-Gao reg	Mcl1-Noxa inh	Avidin fluor	ABCB1 block	RGS4-Gao reg	Mcl1 Bid PPI	Mcl-1 Bim block	ABCG2 inh	Pf gametocyte	RGS7-Gao
O=C(O)CSc1nnc(COc2cccc3ccccc23)n1Cc1ccccc1	23	101	5	13	0.0	103	0	5	0	5	107
O=C(CCSc1ccccc1)Nc1ccccc1C(=O)N1CCCC1	10	100	-3	6	0.7	102	-18	-2	1	10	100
O=C(O)CSc1cc(C(=O)c2cc(F)ccc2O)cn2c(=O)c3c(-c4ccccc4)csc3nc12	·	98	104*	3	·	101	3	·	·	-14	?
Nc1nc(CSc2nc3ccccc3s2)nc(N2CCOCC2)n1	20	100	-4	10	0.2	101	-2	2	1	-28	104
CC1(C)NC(=O)N(CCOCCSc2ccccc2)C1=O	30	98	19	40	0.4	100	-8	-2	2	·	101
CCCOc1ccc(-c2cnc(SCC(N)=O)nc2N)cc1	31	97	7	12	0.5	96	-45	-2	13	16	96
O=C(CSc1nnc(CNC(=O)c2cccs2)o1)Nc1ccc2c(c1)OCO2	17	99	10	6	0.6	98	-12	0	3	·	100
